Screens as filed in PubChem BioAssay.
D2 PAM = D2 dopamine receptor (human) potentiation; P14416; HEK293 T-REx D2, calcium flux, EC20 dopamine potentiation; potentiation, % at 10 µM; 0.34% of 340,000 active; AID 485347;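 active means potentiation over 3 SD above the plate norm, cut at about 30% in these data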; further: 0% is about no effect
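Primary screen. Calcium kinetics in induced HEK293 T-REx D2 cells: compound pre-addition 180 s, EC20 dopamine, 180 s more.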
D2 antagonist = D2 dopamine receptor (human) antagonism. AID 485344. 2% of 340,000 active. P14416. HEK293 TREx D2 cells, calcium flux, dopamine EC80. inhibition, % at 10 µM; in the data active means inhibition above about 30%; further: 0% is about no effect
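Compounds are added to dye-loaded, induced HEK293 T-REx cells coupled to calcium release via D2; after a 3 min kinetic read an EC80 dopamine stimulus is given and fluorescence is recorded for 3 more min.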
TRHR PAM = TRH receptor (human) allosteric enhancement; TRHR cells, fluo-8 calcium fluorescence, EC20 TRH enhancement; 0.66% of 360,000 active; enhancement, % at 2 µM; AID 493056; P34981; in the data active means enhancement above about 30%; further: 0% is about no effect
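Enhancer read-out: after compound pinning and an initial kinetic agonist-mode read, an EC20 of TRH (10 nM final) was injected and fluo-8 calcium signal (Ex 480/Em 530) followed at 1 s/cycle for 100 cycles in TRHR-expressing cells.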
D1 ag = activates the human D1 dopamine receptor | P21728 | activation, % at 2 µM | HEK293 T-REx D1 cells, calcium flux, agonist mode | 1% of 360,000 active | AID 504660; further: 0% is about no effect
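Tetracycline-induced HEK293 TREx D1 cells, force-coupled to calcium signalling, were dye-loaded with a no-wash calcium kit. Compound was pin-added after a 10 s baseline. Fluorescence was read kinetically at 1 cycle/s for 180 s, with calcium rises flagged as agonism.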
TRHR agonist = TRH receptor (human) agonism. P34981. 0.18% of 360,000 active. activation, % at 2 µM. TRHR cells, calcium flux fluo-8, FDSS agonist mode; further: 0% is about no effect
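Agonist-mode FDSS calcium read (Ex 480/Em 530, 1 s cycles) in 1536-well TRHR cells with fluo-8 dye, after 10-cycle baseline and 23 nL compound addition; TRH at EC20 (10 nM final) added afterwards for the enhancer phase.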
RXFP1 antagonist = antagonists of human relaxin receptor RXFP1. 0.59% of 350,000 active. activity change, negative = inhibition, % at 57.5 µM. AID 1259400. Q9HBX9. HEK293-RXFP1, relaxin-stimulated cAMP HTRF, 30 min; stronger effect = lower value;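 active means activity change of -60% or lower, but not beyond a set lower limit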; further: on the % scale 0 is the no-effect control and ±100 the full control effect
Target sequence (Q9HBX9 whole entry, looked up): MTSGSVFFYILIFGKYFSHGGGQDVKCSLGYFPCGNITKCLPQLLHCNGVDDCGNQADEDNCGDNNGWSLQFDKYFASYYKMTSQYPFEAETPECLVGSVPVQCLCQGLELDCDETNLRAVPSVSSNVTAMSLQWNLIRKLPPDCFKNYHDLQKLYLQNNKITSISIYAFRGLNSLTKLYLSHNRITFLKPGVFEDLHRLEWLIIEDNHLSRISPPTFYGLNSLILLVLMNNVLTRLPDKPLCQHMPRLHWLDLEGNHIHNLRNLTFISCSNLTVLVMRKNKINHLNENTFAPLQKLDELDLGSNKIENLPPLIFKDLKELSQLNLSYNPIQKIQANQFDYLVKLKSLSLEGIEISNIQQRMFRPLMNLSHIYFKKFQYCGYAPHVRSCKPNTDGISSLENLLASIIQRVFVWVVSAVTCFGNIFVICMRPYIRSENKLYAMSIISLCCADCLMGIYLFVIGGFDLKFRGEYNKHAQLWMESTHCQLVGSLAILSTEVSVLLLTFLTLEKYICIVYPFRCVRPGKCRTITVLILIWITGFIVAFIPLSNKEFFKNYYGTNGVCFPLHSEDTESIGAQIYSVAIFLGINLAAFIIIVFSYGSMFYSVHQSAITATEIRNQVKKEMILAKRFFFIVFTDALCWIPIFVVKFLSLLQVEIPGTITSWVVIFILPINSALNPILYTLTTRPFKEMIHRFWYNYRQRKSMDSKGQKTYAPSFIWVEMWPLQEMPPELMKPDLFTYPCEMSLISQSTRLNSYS
D1 PAM = potentiators of human D1 dopamine receptor; potentiation, % at 10 µM; 0.036% of 360,000 active; P21728; HEK293 TREx D1 cells, calcium flux, dopamine EC20 potentiation; AID 504651; in the data active means potentiation above about 30%; further: 0% is about no effect
D2 ag = D2 dopamine receptor (human) agonism; HEK293 T-REx D2 cells, calcium flux agonist mode; AID 485358; 0.53% of 340,000 active; P14416; activation, % at 2 µM;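 active means activation over 3 SD above normal in the single-dose calcium agonist read, cut at about 30% in these data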; further: 0% is about no effect
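Agonism scored from kinetic calcium signal (1 read/sec, 180 s) following compound pin transfer, after a 10 s baseline. Cells: HEK293 Trex line expressing inducible D2 receptor coupled to calcium, dye-loaded after overnight culture at 30 C.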
D1 antag = human D1 dopamine receptor antagonism | P21728 | HEK293 TREx D1 cells, calcium flux, dopamine EC80; stronger effect = lower value | activity change, negative = inhibition, % at 10 µM | 3.2% of 360,000 active | AID 504652; in the data active means activity change below about -30%; further: on the % scale 0 is the no-effect control and ±100 the full control effect
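HEK293 T-REx cells expressing inducible, force-coupled D1 receptor; no-wash Ca dye, 30–90 min RT. Cmpd → 180 s read at 1 Hz → EC80 DA → 180 s read.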
An asterisk follows results filed as active; / = no result given. Unless noted, no stated cut-off is given here; in the data, active means activation above about 30%; inactive means the rest.

SMILES	D2 PAM	D2 antagonist	TRHR PAM	D1 ag	TRHR agonist	RXFP1 antagonist	D1 PAM	D2 ag	D1 antag
O=C(/C=C/c1ccc(Cl)cc1)N1CCN(c2ccccn2)CC1	-4	1	-5	14	-0.8	-11	-6	-2.1	-5
O=C(CSc1ccc([N+](=O)[O-])cn1)Nc1ccc(N2CCOCC2)cc1	27	-7	10	1	0.1	-67*	-2	0.0	1
NS(=O)(=O)c1ccc(CCNC(=O)CNC(=O)COc2ccccc2)cc1	10	8	3	1	-2.0	3	-6	-0.9	-16
O=C(NC1CCN(S(=O)(=O)c2ccccc2)CC1)c1ccccc1	-5	-7	3	0	-0.4	3	-6	0.7	-7
COc1cc(/C=C2\C(=N)N3N=C(S(C)(=O)=O)SC3=NC2=O)ccc1OC(=O)c1ccco1	-18	-1	-4	2	0.6	-10	-3	0.7	1
Cc1ccccc1OCC(=O)N/N=C/c1cccc2cccnc12	-17	-1	-6	1	-0.9	-14	-3	0.1	2
O=C(Nc1cccc(-c2nnn(CC(=O)N3CCc4ccccc4C3)n2)c1)C1CCC1	0	-8	9	4	1.3	-6	-3	0.3	/
CCC(=O)c1c[nH]c(C(=O)NCc2ccccc2OC)c1	-2	-13	0	1	0.1	-13	-3	-1.3	6
CCn1cc(S(=O)(=O)Nc2ncccn2)cn1	/	/	-4	-1	0.6	4	-10	/	-22
Cc1ccnn1CCSCC(=O)O	-6	-3	-3	1	-0.2	28	1	0.2	10
COC(=O)CC1C(=O)NCCN1C(=S)Nc1cccc(C(F)(F)F)c1 (stereo unspecified)	8	-10	-1	1	-0.1	3	-2	0.0	-9
O=C(NNC(=O)C1CCN(c2ncccn2)CC1)c1ccccc1	2	-9	-4	3	2.7	1	-4	0.1	8
COc1ccc(CN2C(=O)C(C)S/C2=N/N=C/c2ccco2)cc1 (stereo unspecified)	-2	-2	-1	1	0.3	0	4	-0.5	-4
CC1CC(=O)Nc2ccccc2N1S(=O)(=O)c1cccs1 (stereo unspecified)	-6	9	-4	1	1.1	-2	3	0.3	-2
COc1ccccc1N1CCN(C(=O)C2CCCN(S(=O)(=O)c3ccc(C)cc3)C2)CC1 (stereo unspecified)	11	5	-2	3	-0.4	-5	-3	-0.4	-22
CC1CCCCN1c1ncnc2ccccc12 (stereo unspecified)	5	-8	1	10	0.5	-11	-2	0.7	-17
CCOc1ccc(OCC)c2sc(C)nc12	37*	-23	21	0	-0.2	-8	2	-2.1	5
Cc1ccc(CCNC(=O)C(NS(=O)(=O)c2ccc3c(c2)oc(=O)n3C)C(C)C)cc1 (stereo unspecified)	-1	/	-11	-1	-0.4	/	4	-0.1	-14
CN1CCN(c2ccc(-c3ccnn3C(=O)Nc3ccccc3)cc2)CC1	0	5	0	2	0.5	-5	-14	-0.1	-9
CCOC(=O)c1cc2c(=O)n3ccccc3nc2n(Cc2ccco2)c1=NC(=O)c1cccc(F)c1	6	/	0	1	4.2	/	-1	/	-6

Entries of single compounds as entered above. Screens in order: D2 PAM | D2 antagonist | TRHR PAM | D1 ag | TRHR agonist | RXFP1 antagonist | D1 PAM | D2 ag | D1 antag
Cc1ccnn1CCSCC(=O)O is entered as -6 | -3 | -3 | 1 | -0.2 | 28 | 1 | 0.2 | 10
Cc1ccccc1OCC(=O)N/N=C/c1cccc2cccnc12 is entered as -17 | -1 | -6 | 1 | -0.9 | -14 | -3 | 0.1 | 2
COC(=O)CC1C(=O)NCCN1C(=S)Nc1cccc(C(F)(F)F)c1 (stereo unspecified) is entered as 8 | -10 | -1 | 1 | -0.1 | 3 | -2 | 0.0 | -9

Carrying on.
SMILES	D2 PAM	D2 antagonist	TRHR PAM	D1 ag	TRHR agonist	RXFP1 antagonist	D1 PAM	D2 ag	D1 antag
O=S(=O)(Cc1ccccc1)N1CCN(C2Cc3ccccc3C2)CC1	-7	30*	2	-1	0.8	5	0	1.4	/
CC(=O)NCCn1c(SCC(=O)NCCC2=CCCCC2)nc2ccccc2c1=O	-17	-6	-10	0	1.2	-13	-1	0.9	-11
CC(=O)c1ccc(NC(=S)N2CCN(c3cccc(Cl)c3)CC2)cc1	6	-13	-4	5	-0.3	-2	-7	0.4	/
O=C(NC1=NCCS1)c1ccc([N+](=O)[O-])cc1Cl	-6	-4	-8	5	-0.2	2	2	0.9	-14
CCn1c(SCC(=O)Nc2cc(NC(C)=O)ccc2OC)nnc1-c1ccncc1	-7	12	-7	2	-0.1	/	-6	0.0	-15
OCC1(CCc2ccccc2)CCN(Cc2c(F)ccc(F)c2F)CC1	-14	1	-1	1	0.0	-10	0	-0.7	0
N#Cc1ccc(CN2CCN(C(=O)CN3C(=O)NC4(CCCC4)C3=O)CC2)cc1	/	/	-2	5	0.0	1	0	/	-6
O=C(/C(=N\Nc1ccccc1)Sc1nnnn1-c1ccccc1)c1ccccc1	7	-3	17	2	0.2	-5	12	-0.5	7
Cc1ccc(CN2C(=O)CCC2C(=O)NCc2cccnc2)cc1 (stereo unspecified)	-3	-4	3	3	0.9	26	0	0.3	7
Cc1cccc(Cn2cnc3c(nnn3Cc3ccc(Cl)cc3)c2=O)c1	-4	-1	-4	4	0.3	-10	1	-0.1	5
COc1ccccc1NC(=O)C(O)C(O)C(=O)Nc1ccccc1OC (stereo unspecified)	3	-12	-5	1	1.2	-13	-4	0.0	5
CC(C)(C)N=C1NN=C(c2ccc(Cl)cc2)CS1	7	-10	6	0	-0.2	-5	-11	0.0	-40*
CCn1c(SCc2ccccc2)nc2cc(S(N)(=O)=O)ccc21	-11	3	-8	0	-0.3	-30	-6	0.0	-7
Cc1ncsc1C(=O)N1CCCC(C(=O)c2ccc3ccccc3c2)C1 (stereo unspecified)	/	/	-1	10	0.3	0	2	/	-20
O=C(COc1ccccc1)NCc1ccc2c(c1)CCN2C(=O)c1ccc(Cl)cc1	-12	/	-3	3	-0.7	-8	-2	0.5	7
Cc1nn(-c2ccccc2)c(C)c1C(=O)OC(C)C(=O)NC1CCCCC1C (stereo unspecified)	-8	-6	-3	5	1.5	3	-12	0.3	-7
COc1ccc(NC(=O)Nc2ccon2)c(OC)c1	-4	-1	18	0	0.0	3	6	1.1	0
CCOc1ccc(C2C(C#N)=C(N)Oc3cc(C)n(CCN4CCOCC4)c(=O)c32)cc1OCC (stereo unspecified)	-10	-8	-7	3	-0.1	5	4	-0.6	-6
Cc1cc(N2CCCC2)ccc1/C=C1/C(=O)N(C)C(=S)N1C	-3	59*	-7	36*	11	0	-4	8.4	4
O=C(N/N=C/c1cc2c(cc1Br)OCO2)c1ccccn1	1	15	4	1	-0.2	-16	1	-1.3	0

A draw from above in order of molecular weight, ascending.
SMILES	D2 PAM	D2 antagonist	TRHR PAM	D1 ag	TRHR agonist	RXFP1 antagonist	D1 PAM	D2 ag	D1 antag
Cc1cc(N2CCCC2)ccc1/C=C1/C(=O)N(C)C(=S)N1C	-3	59*	-7	36*	11	0	-4	8.4	4
CCn1c(SCc2ccccc2)nc2cc(S(N)(=O)=O)ccc21	-11	3	-8	0	-0.3	-30	-6	0.0	-7
COc1ccccc1NC(=O)C(O)C(O)C(=O)Nc1ccccc1OC (stereo unspecified)	3	-12	-5	1	1.2	-13	-4	0.0	5
Cc1ncsc1C(=O)N1CCCC(C(=O)c2ccc3ccccc3c2)C1 (stereo unspecified)	/	/	-1	10	0.3	0	2	/	-20
CCOc1ccc(C2C(C#N)=C(N)Oc3cc(C)n(CCN4CCOCC4)c(=O)c32)cc1OCC (stereo unspecified)	-10	-8	-7	3	-0.1	5	4	-0.6	-6

3 entries from above, as a markdown table:
| SMILES | D2 PAM | D2 antagonist | TRHR PAM | D1 ag | TRHR agonist | RXFP1 antagonist | D1 PAM | D2 ag | D1 antag |
| --- | --- | --- | --- | --- | --- | --- | --- | --- | --- |
| COc1ccccc1NC(=O)C(O)C(O)C(=O)Nc1ccccc1OC (stereo unspecified) | 3 | -12 | -5 | 1 | 1.2 | -13 | -4 | 0.0 | 5 |
| CC(C)(C)N=C1NN=C(c2ccc(Cl)cc2)CS1 | 7 | -10 | 6 | 0 | -0.2 | -5 | -11 | 0.0 | -40* |
| CCn1c(SCc2ccccc2)nc2cc(S(N)(=O)=O)ccc21 | -11 | 3 | -8 | 0 | -0.3 | -30 | -6 | 0.0 | -7 |

Continuation:
SMILES	D2 PAM	D2 antagonist	TRHR PAM	D1 ag	TRHR agonist	RXFP1 antagonist	D1 PAM	D2 ag	D1 antag
N#CC1=C(N)OC2=C(C(=O)CCC2)C1CCc1ccccc1 (stereo unspecified)	-6	9	5	1	0.2	3	-1	0.2	-11
Cc1nc2ccccc2n1C(=O)c1ccc(Cl)cc1[N+](=O)[O-]	-4	16	-1	-1	0.5	-1	-1	-1.5	5
CC(=O)c1ccc(N2CCN(C(=O)c3noc4c3CSc3ccccc3-4)CC2)cc1	-24	1	2	3	0.1	6	-4	0.4	-1
Nc1nc2n(n1)C(c1ccco1)CC(c1ccc(Cl)c(Cl)c1)N2 (stereo unspecified)	9	-14	4	15	-0.7	-7	-6	-1.5	-3
COc1ccc2[nH]c(C(=O)NCc3ccccc3)cc2c1	5	-5	1	3	-0.5	8	-4	-1.4	-24
Cc1ccc(CCNS(=O)(=O)c2cc3c(cc2C)NC(=O)CO3)cc1	9	-6	-3	1	0.3	-8	-6	3.9	6
CCCNC(=O)C1CN(S(=O)(=O)c2ccccc2)CCN1S(=O)(=O)c1ccccc1 (stereo unspecified)	2	-11	-6	1	0.2	14	-1	0.0	-8
C[C@H](NC(=O)[C@H]1N2C(=O)c3ccccc3C2SC1(C)C)C(=O)N1CCC[C@H]1C(=O)O (stereo partly specified)	-4	-4	-2	1	0.7	/	0	0.8	2
Cc1ccc(S(=O)(=O)Nn2c(O)c(C=C3N=c4ccccc4=N3)sc2=S)cc1	16	-11	6	2	0.0	-9	-1	0.3	-20
Cc1nc(CNC(=O)CC2C(=O)NCCN2Cc2ccc(F)cc2)cs1 (stereo unspecified)	8	-15	7	3	0.6	-5	10	0.1	18
CC(=O)COc1nc2c(c(-c3ccco3)c1C#N)CCc1ccccc1-2	4	1	1	5	0.1	-18	10	-0.5	0
CC(=O)O[C@H]1C[C@@]2(O)[C@@H](OC(=O)c3ccccc3)C3[C@@](C)([C@@H](O)C[C@H]4OC[C@@]34OC(C)=O)[C@@H](O)[C@H](OC(C)=O)C(=C1C)C2(C)C (stereo partly specified)	-14	-9	1	0	-0.3	/	-6	0.0	1
CCOC(=O)N1CCN(S(=O)(=O)c2ccc(C(=O)NNc3nc4cc(C)cc(C)c4s3)cc2)CC1	4	4	0	-2	-0.1	10	5	0.1	7
